Compound activity deposited in PubChem BioAssay by National Center for Advancing Translational Sciences (NCATS).
D2 antagonist – HTS Assay for Allosteric Antagonists of the Human D2 Dopamine Receptor: Primary Screen for Antagonists; actives 2% (n = 340,000); D(2) dopamine receptor (Homo sapiens), P14416; HEK293 TREx D2 cells, calcium flux, dopamine EC80; inhibition, % at 10 µM; AID 485344, 2010; in the data active means inhibition above about 30%; further: 0% is about no effect
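Tetracycline-induced HEK293 TREx cells expressing D2 receptor forced-coupled to calcium signalling, loaded with no-wash calcium dye. Compounds added and calcium flux read 180 s, then dopamine added at EC80 and read a further 180 s.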
D1 antag – Antagonist of Human D 1 Dopamine Receptor: qHTS; AID 504652, 2011; HEK293 TREx D1 cells, calcium flux, dopamine EC80; active compounds read low; actives 3.2% (n = 360,000); activity change, negative = inhibition, % at 10 µM; in the data active means activity change below about -30%; further: on the % scale 0 is the no-effect control and ±100 the full control effect
Target sequence (P21728 whole entry, looked up): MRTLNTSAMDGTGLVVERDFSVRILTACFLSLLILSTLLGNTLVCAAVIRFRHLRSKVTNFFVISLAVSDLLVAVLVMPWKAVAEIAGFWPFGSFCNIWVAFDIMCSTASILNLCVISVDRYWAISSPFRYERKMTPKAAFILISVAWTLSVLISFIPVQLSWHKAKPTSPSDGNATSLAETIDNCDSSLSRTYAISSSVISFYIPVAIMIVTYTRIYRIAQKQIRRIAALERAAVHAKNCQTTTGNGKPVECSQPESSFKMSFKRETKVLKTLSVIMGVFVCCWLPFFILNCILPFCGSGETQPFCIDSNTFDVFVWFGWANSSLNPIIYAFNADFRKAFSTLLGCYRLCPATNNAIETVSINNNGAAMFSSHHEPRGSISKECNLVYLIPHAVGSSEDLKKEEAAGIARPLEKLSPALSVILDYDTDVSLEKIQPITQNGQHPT
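Allosteric or orthosteric antagonism assessed as attenuation of the calcium response to EC80 dopamine, added 180 s after compound, in induced HEK293 Trex D1 cells loaded with no-wash calcium dye.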
D1 agonist – Allosteric Agonists of the Human D1 Dopamine Receptor: qHTS. AID 504660, 2011. actives 1% (n = 360,000). HEK293 T-REx D1 cells, calcium flux, agonist mode. D(1A) dopamine receptor (Homo sapiens), P21728. activation, % at 2 µM; further: 0% is about no effect
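Tetracycline-induced HEK293 TREx D1 cells, force-coupled to calcium signalling, were dye-loaded with a no-wash calcium kit. Compound was pin-added after a 10 s baseline. Fluorescence was read kinetically at 1 cycle/s for 180 s, with calcium rises flagged as agonism.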
RXFP1 antag – qHTS Assay for Antagonists of the Relaxin Receptor RXFP1; activity change, negative = inhibition, % at 57.5 µM; HEK293-RXFP1, relaxin-stimulated cAMP HTRF, 30 min; active compounds read low; Relaxin receptor 1 (Homo sapiens), Q9HBX9; actives 0.59% (n = 350,000); AID 1259400, 2018;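 active means activity change of -60% or lower, but not beyond a set lower limit; inconclusive means change between -60% and -40%, or beyond the set limit; inactive means change above -40%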; further: on the % scale 0 is the no-effect control and ±100 the full control effect
TRHR PAM – qHTS for Small Molecule Agonists and Allosteric Enhancers of Human TRH Receptor: Primary Screen for Enhancers; enhancement, % at 2 µM; Thyrotropin-releasing hormone receptor (Homo sapiens), P34981; TRHR cells, fluo-8 calcium fluorescence, EC20 TRH enhancement; actives 0.66% (n = 360,000); in the data active means enhancement above about 30%; further: 0% is about no effect
Target sequence (P34981 whole entry, looked up): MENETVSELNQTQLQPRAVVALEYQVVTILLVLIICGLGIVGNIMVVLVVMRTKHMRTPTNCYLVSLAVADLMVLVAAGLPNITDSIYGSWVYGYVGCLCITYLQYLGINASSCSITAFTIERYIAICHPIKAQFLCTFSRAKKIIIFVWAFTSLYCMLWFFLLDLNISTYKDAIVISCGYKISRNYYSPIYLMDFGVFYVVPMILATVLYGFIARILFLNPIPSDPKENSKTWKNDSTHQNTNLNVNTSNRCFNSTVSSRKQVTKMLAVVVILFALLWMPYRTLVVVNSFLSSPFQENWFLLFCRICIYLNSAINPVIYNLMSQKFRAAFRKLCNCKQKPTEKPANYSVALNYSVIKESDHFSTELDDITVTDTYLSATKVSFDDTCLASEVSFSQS
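Enhancer read-out: after compound pinning and an initial kinetic agonist-mode read, an EC20 of TRH (10 nM final) was injected and fluo-8 calcium signal (Ex 480/Em 530) followed at 1 s/cycle for 100 cycles in TRHR-expressing cells.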
D1 potentiator – Potentiators of Human D1 Dopamine Receptor: qHTS. D(1A) dopamine receptor (Homo sapiens), P21728. HEK293 TREx D1 cells, calcium flux, dopamine EC20 potentiation. potentiation, % at 10 µM. actives 0.036% (n = 360,000); in the data active means potentiation above about 30%; further: 0% is about no effect
D2 potentiator – HTS Assay for Positive Allosteric Modulators of the Human D2 Dopamine Receptor: Primary Screen for Potentiators; actives 0.34% (n = 340,000); potentiation, % at 10 µM; HEK293 T-REx D2, calcium flux, EC20 dopamine potentiation;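 active means potentiation over 3 SD above the plate norm, cut at about 30% in these data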; further: 0% is about no effect
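Calcium flux readout, no-wash dye, 1 read/s. Inducible HEK293 Trex D2 line, overnight 30 C. Compound alone 180 s (agonist flags), then EC20 dopamine, another 180 s to score potentiation.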
D2 ag – HTS Assay for Allosteric Agonists of the Human D2 Dopamine Receptor: Primary Screen for Agonists; D(2) dopamine receptor (Homo sapiens), P14416; HEK293 T-REx D2 cells, calcium flux agonist mode; activation, % at 2 µM; actives 0.53% (n = 340,000);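 active means activation over 3 SD above normal in the single-dose calcium agonist read, cut at about 30% in these data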; further: 0% is about no effect
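In this primary screen, compounds producing a positive calcium signal within 180 s of addition to tetracycline-induced, force-coupled HEK293 Trex D2 cells are flagged; cells are dye-loaded with a no-wash calcium kit beforehand.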
TRHR ag – qHTS for Small Molecule Agonists and Allosteric Enhancers of Human TRH Receptor: Primary Screen for Agonists; Thyrotropin-releasing hormone receptor (Homo sapiens), P34981; TRHR cells, calcium flux fluo-8, FDSS agonist mode; activation, % at 2 µM; actives 0.18% (n = 360,000); AID 493084, 2011; further: 0% is about no effect
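In this calcium-flux screen, cells bearing human TRHR are dye-loaded with fluo-8, baselined for 10 cycles, then exposed to library compounds; positive kinetic calcium responses during the agonist phase mark hits, with TRH as control.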
Active calls of the source: *; ? = inconclusive; · = no result given; & = joins results of further samples. Unless noted, no stated cut-off is given here; in the data, active means activation above about 30%; inactive means the rest.

SMILES	D2 antagonist	D1 antag	D1 agonist	RXFP1 antag	TRHR PAM	D1 potentiator	D2 potentiator	D2 ag	TRHR ag
Cc1ccc(CS(=O)Cc2ccc(C(=O)N3CCOCC3)o2)cc1 (configuration not stated)	-2	-13	2	0	2	-5	-4	-0.4	-0.1
CCOc1ccccc1OCC(=O)Oc1ccc(C)c(C)c1	1	-2	-2	-10	-2	-6	10	-1.2	-0.2
C/C(=N\NC(=O)c1cccc(S(=O)(=O)N2CCCC2)c1)c1ccncc1	-10	-10	0	3	-9	-7	-2	0.1	-0.1
CCn1c(=O)c(C(=O)NCCc2ccccc2)c(O)c2ccccc21	-4	12	10	-13	2	0	16	0.9	0.7
CCOC(=O)/C(C#N)=N\Nc1cc(Cl)ccc1OC	13	-15	3	8	-9	-6	0	0.7	1.4
CCOc1ccc(NC(=S)NC(=O)c2cnn(CC)c2)c([N+](=O)[O-])c1	-3	-1	0	7	-3	-6	0	0.0	-0.2
Nc1cc(=O)n(Cc2ccccc2)c(=O)n1-c1ccc(Cl)cc1	4	-3	0	-1	-3	-3	5	1.7	0.4
COc1ccc(Cl)cc1C(=O)NNC(=O)C1CCCO1 (configuration not stated)	-5	5	0	10	1	0	-1	0.3	0.2
CCCOC(=O)c1ccc(OCC(O)Cn2c(C)nc3ccccc32)cc1 (configuration not stated)	-3	-26	13	·	1	-10	9	1.5	0.1
COc1ccccc1-c1cc(C(=O)NC2CCCC2)no1	-9	-32*	3	-8	12	-8	·	6.3	-0.5
COc1ccc(S(=O)(=O)N2CCOCC2)cc1NC(=O)c1ccc2c(c1)OCO2	-32	1	2	2	-2	-7	6	0.8	-0.2
Cc1c(C(=O)N2CCN(Cc3ccccc3)CC2)sc2ncnc(N3CCOCC3)c12	-25	7	-2	1	7	0	-11	1.1	0.5
CCc1nnc(NC2=NCCC2)s1	-7	-9	6	0	-2	2	-7	0.6	0.4
CC(=O)OC1C2CCC1C([N+]1(C)CCCCC1)CC2 (configuration not stated)	-2	22	2	-10	-1	-4	14	0.4	1.4
Cn1c(N)c(C(=O)CSc2nc(N)cc(=O)[nH]2)c(=O)n(C)c1=O	1	8	5	-11	-10	-7	-2	-1.2	1.3
Cc1[nH]nc2c1C(c1ccc(O)cc1)C1=C(CC(C)(C)CC1=O)N2 (configuration not stated)	-2	4	2	10	-4	1	11	0.4	-2.7
Cc1ccsc1/C=N/NC(=O)c1cccs1	2	-3	1	-11	10	-2	7	0.5	0.3
O=C(Oc1ccccc1)c1cc2ccccc2o1	0	-3	10	-17	-5	-6	·	1.1	1.0
CCOc1ccc(S(=O)(=O)n2ccnc2)c2ccccc12	-4	-4	0	·	-4	·	-1	-0.4	-0.1
COCCNC(=S)N/N=C(\C)c1ccc(Cl)c(Cl)c1	-1	-10	-1	-1	-1	-4	16	1.9	-0.8
CCN(C(=O)COC(=O)C(Cc1ccccc1)N1C(=O)c2ccccc2C1=O)C1CCS(=O)(=O)C1 (configuration not stated)	-7	-2	4	-8	-5	-1	-3	1.3	2.7
CC1=CC(C)=Nc2ccc(C)cc2N1	10&-17	18&5	3&1	-14&-7	0&0	-5&19	1&-4	0.2&1.6	0.3&0.1
Cc1cc([N+](=O)[O-])nn1CCCC(=O)Nc1cccnc1Cl	·	-7	3	10	-2	0	·	·	0.1
COc1ccccc1NC(=O)C1=C(C)Nc2nc(-c3cccs3)nn2C1c1cccc(O)c1 (configuration not stated)	-2	7	0	-8	-10	0	-11	-1.1	0.0
CCCCn1c(N)c(N(CC(C)C)C(=O)CCCc2nc3ccccc3c(=O)[nH]2)c(=O)[nH]c1=O	-23	-9	-1	13	1	-2	7	0.7	0.1

2 of the compounds above, in markdown:
| compound | D2 antagonist | D1 antag | D1 agonist | RXFP1 antag | TRHR PAM | D1 potentiator | D2 potentiator | D2 ag | TRHR ag |
| --- | --- | --- | --- | --- | --- | --- | --- | --- | --- |
| C/C(=N\NC(=O)c1cccc(S(=O)(=O)N2CCCC2)c1)c1ccncc1 | -10 | -10 | 0 | 3 | -9 | -7 | -2 | 0.1 | -0.1 |
| CCn1c(=O)c(C(=O)NCCc2ccccc2)c(O)c2ccccc21 | -4 | 12 | 10 | -13 | 2 | 0 | 16 | 0.9 | 0.7 |

An excerpt of these results, as a markdown table:
| Compound | D2 antagonist | D1 antag | D1 agonist | RXFP1 antag | TRHR PAM | D1 potentiator | D2 potentiator | D2 ag | TRHR ag |
| --- | --- | --- | --- | --- | --- | --- | --- | --- | --- |
| CCCOC(=O)c1ccc(OCC(O)Cn2c(C)nc3ccccc32)cc1 (configuration not stated) | -3 | -26 | 13 | · | 1 | -10 | 9 | 1.5 | 0.1 |
| COc1ccccc1-c1cc(C(=O)NC2CCCC2)no1 | -9 | -32* | 3 | -8 | 12 | -8 | · | 6.3 | -0.5 |
| COc1ccc(S(=O)(=O)N2CCOCC2)cc1NC(=O)c1ccc2c(c1)OCO2 | -32 | 1 | 2 | 2 | -2 | -7 | 6 | 0.8 | -0.2 |
| Cc1c(C(=O)N2CCN(Cc3ccccc3)CC2)sc2ncnc(N3CCOCC3)c12 | -25 | 7 | -2 | 1 | 7 | 0 | -11 | 1.1 | 0.5 |
| CCc1nnc(NC2=NCCC2)s1 | -7 | -9 | 6 | 0 | -2 | 2 | -7 | 0.6 | 0.4 |
| CC(=O)OC1C2CCC1C([N+]1(C)CCCCC1)CC2 (configuration not stated) | -2 | 22 | 2 | -10 | -1 | -4 | 14 | 0.4 | 1.4 |
| Cn1c(N)c(C(=O)CSc2nc(N)cc(=O)[nH]2)c(=O)n(C)c1=O | 1 | 8 | 5 | -11 | -10 | -7 | -2 | -1.2 | 1.3 |
| Cc1[nH]nc2c1C(c1ccc(O)cc1)C1=C(CC(C)(C)CC1=O)N2 (configuration not stated) | -2 | 4 | 2 | 10 | -4 | 1 | 11 | 0.4 | -2.7 |
| Cc1ccsc1/C=N/NC(=O)c1cccs1 | 2 | -3 | 1 | -11 | 10 | -2 | 7 | 0.5 | 0.3 |
| O=C(Oc1ccccc1)c1cc2ccccc2o1 | 0 | -3 | 10 | -17 | -5 | -6 | · | 1.1 | 1.0 |
| CCOc1ccc(S(=O)(=O)n2ccnc2)c2ccccc12 | -4 | -4 | 0 | · | -4 | · | -1 | -0.4 | -0.1 |

Carrying on:
SMILES	D2 antagonist	D1 antag	D1 agonist	RXFP1 antag	TRHR PAM	D1 potentiator	D2 potentiator	D2 ag	TRHR ag
COc1ccc(CCNC(=O)CNCCc2ccc(F)cc2)cc1	1	-11	11	10	8	0	0	-0.9	0.1
Clc1ccccc1CNc1ncnc2c1c(-c1ccccc1)cn2-c1ccccc1	·	7	0	-4	16	-1	7	0.1	0.3
Cn1c(=O)c(=O)n(C)c2cc(S(=O)(=O)N3CCCC3C(=O)NCc3ccco3)ccc21 (configuration not stated)	-6	-14	2	1	-7	2	-21	-1.5	0.0
COc1ccccc1N1CCN(C(=O)CCNC(=O)Cn2ccc3ccccc3c2=O)CC1	-7	-1	3	-1	5	·	-3	0.6	-0.4
CCS(=O)(=O)C1=NN2C(=N)/C(=C\c3ccc(OS(=O)(=O)c4ccccc4)c(OC)c3)C(=O)N=C2S1	0	1	1	·	4	0	3	-0.9	-0.6
COc1ccccc1NCCC(=O)OCC(=O)Nc1cccc(S(=O)(=O)N(C)C)c1	8	0	4	0	4	-3	8	-0.4	-2.2
Cc1ccc(S(=O)(=O)N(C)C)cc1NC(=O)CSc1nc2ccccc2[nH]1	31*	-21	-1	5	-6	-1	-23	-1.8	-1.6
Cc1ccc(C(=O)N/N=C/c2cn(Cc3ccccc3)c3ccccc23)cn1	12	4	7	-14	1	-4	4	-1.6	-1.7
O=C(/C=N/O)Nc1cccnc1	6	31	1	-8	-5	-4	-13	-0.7	-0.3
CCOc1ccccc1N(CC(=O)Nc1cccc2ccccc12)S(C)(=O)=O	5	9	3	0	-1	2	1	-0.7	-2.0
COc1cc(OC)c(NC(=O)c2ccc3nc(C(C)C)oc3c2)cc1Cl	·	25	1	-28	-9	4	6	-0.8	-0.2
C/C(=N\NC(=O)Cn1c(-c2ccccn2)nc2ccccc21)c1ccccc1	7	9	7	-11	10	-4	0	1.2	0.6
CCC(=O)Oc1ccc(C(=O)Nc2ccccc2C(=O)NCC(C)C)cc1	-8	-6	1	-12	-4	-1	-3	-1.5	0.5
CN(Cc1nc(-c2cccc(Cl)c2)no1)C1CCOCC1	47*	12	5	1	-4	-4	7	0.0	0.2
COc1ccc(S(=O)(=O)NCCOc2ccccc2)cc1C	·	-3	23	4	9	-4	·	·	-0.8
Cc1cccc(NS(=O)(=O)c2nnc(NC(=O)c3cccc(C)c3)s2)c1	3	6&14	0&-1	-23	0&14	-2&-3	-6&-3	-0.6&-0.8	-0.2&0.1
CCOC(=O)c1ccc(-c2ccc(C(=O)Nc3cccnc3)o2)cc1	-11	-4	1	-9	3	-8	-3	-0.8	0.2
COc1ccc(C2c3c(-c4cc(Cl)c(C)cc4O)n[nH]c3C(=O)N2Cc2cccnc2)cc1OC (configuration not stated)	-12	-3	1	-2	-5	1	8	1.1	-1.7
Cn1cc(CNC(=O)C2CCC(=O)N(Cc3ccc(Cl)cc3)C2)cn1 (configuration not stated)	-8	2	3	13	9	-1	17	0.3	1.7
CCOc1ccc(N2C(=O)CC(N(C)Cc3ccccc3)C2=O)cc1 (configuration not stated)	-1	-22	1	15	2	-7	-2	-1.5	-1.1
CCC1CCCCN1C(=O)COc1ccc2c(c1)OCO2 (configuration not stated)	-16	-14	5	11	10	-8	3	-0.2	0.2
CCCCNC(=O)C(CC)Sc1nnc(-c2cccc(F)c2)c(-c2cccc(F)c2)n1 (configuration not stated)	·	7	5	-26	-4	-2	-16	·	-0.6
CS(=O)(=O)N(Cc1ccccc1)c1ccc(C(=O)Nc2ccc3c(c2)OCO3)cc1	3	-2	0	5	7	2	10	0.0	-0.7
Cc1ccc(F)cc1NC(=O)c1ccc(Cn2nc(N3CCN(c4ccccc4)CC3)ccc2=O)o1	·	-21	4	?	-10	-3	6	0.1	-0.7
COc1ccc(N2CCC(CNC(=O)Nc3ccc(Cl)cc3)C2)cc1 (configuration not stated)	-15	-4	6	-4	-1	-5	-10	1.4	0.5
O=C(N/N=C/c1ccsc1)c1c[nH]c2ccccc12	-18	-46*	3	1	-2	-2	-22	0.1	-0.3
COC(=O)c1sccc1NC(=O)c1cc(-c2cc(C)ccc2C)nc2ccccc12	-17	19	5	1	-6	-1	-4	0.0	0.3
O=C(Nc1ccc(N2CCN(C(=O)c3ccco3)CC2)cc1)c1cccc(F)c1	2	-14	0	-11	5	2	4	-0.2	-0.2
